# Screens from PubChem.
# G9a inh: G9a (human) methyltransferase inhibition; AID 504332; Potency, µM (series often up to 102 µM), without a hit: top-dose activity, negative = inhibition, actives largely listed as inhibitors; hit rate 8.8% among 350,000; G9a H3K9 monomethylation, AlphaScreen, 2 h; Q96KQ7; note: potency is the fitted concentration of half-maximal effect; % is set by controls: 0 for no effect and ±100 for the full control effect; nearly all actives have a fitted effect of over 75% in size
# Target sequence (Q96KQ7 913-1193 limits assumed): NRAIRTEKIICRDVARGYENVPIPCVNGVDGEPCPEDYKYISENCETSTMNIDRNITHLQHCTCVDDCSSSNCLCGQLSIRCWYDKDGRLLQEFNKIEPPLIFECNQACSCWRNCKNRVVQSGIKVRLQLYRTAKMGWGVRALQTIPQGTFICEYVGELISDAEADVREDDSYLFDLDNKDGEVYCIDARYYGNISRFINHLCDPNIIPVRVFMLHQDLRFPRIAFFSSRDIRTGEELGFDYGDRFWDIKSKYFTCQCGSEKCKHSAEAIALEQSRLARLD
#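 G9a (20 nM) was preincubated 15 min with compound, then reacted 2 h at room temperature with 500 nM biotin-H3K9 peptide and 20 µM SAM. Monomethyl-H3K9 detected by AlphaScreen using anti-H3K9me1 antibody.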
# JMJD2A Tudor: JMJD2A Tudor domain (human) inhibition. O75164. AlphaScreen JMJD2A-Tudor / H3K4me3 peptide binding. Potency, µM (highest dose often 114 µM), without a hit: at the highest dose activity change, negative = inhibition, usual class: inhibitors. hit rate 4.4% among 390,000. AID 504339; note: potency is the fitted concentration of half-maximal effect; % is set by controls: 0 for no effect and ±100 for the full control effect; nearly all actives have a fitted effect of over 50% in size
# Pin1 inh: human Pin1 inhibition | AID 504891 | hit rate 0.009% among 390,000 | Q13526 | Potency, µM (doses to about 115 µM), for the others: at the highest dose activity, negative = inhibition, most hits filed as inhibitors | Pin1 FP peptide displacement, HiFluor488, 10 min; active = well fitted inhibition curve with a large enough effect in the polarisation, with a control signal flat, not every such curve was filed as active; inconclusive = small, poorly fitted or top-dose-only effect, or effect the other way, or a change in a side signal; inactive = no such curve, though single readings can be large or run the other way; the % refers to the polarisation; note: potency is the fitted concentration of half-maximal effect; % is set by controls: 0 for no effect and ±100 for the full control effect
# Target sequence (Q13526 whole entry, looked up): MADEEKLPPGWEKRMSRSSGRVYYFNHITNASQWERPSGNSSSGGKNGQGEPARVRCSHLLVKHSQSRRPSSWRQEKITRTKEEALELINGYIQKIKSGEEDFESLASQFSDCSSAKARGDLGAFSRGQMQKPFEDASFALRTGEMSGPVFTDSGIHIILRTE
# BAZ2B block: blocks human BAZ2B; AlphaScreen BAZ2B-H3K14Ac peptide displacement; hit rate 4.4% among 360,000; Potency, µM (titrated, usually from 114 µM), for inactives: at the top dose activity change, negative = inhibition, usual class: inhibitors; note: potency is the fitted concentration of half-maximal effect; % is set by controls: 0 for no effect and ±100 for the full control effect; nearly all actives have a fitted effect of over 60% in size
#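 Protein-peptide AlphaScreen: BAZ2B 50 nM, b-H3K14Ac 50 nM, 1x PBS pH 7.4 + 0.01% Tween-20. Preincubation 30 min RT; cpd 30 min RT (top 110 uM); beads 20 min RT, light-protected.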
# HP1b binding inh: inhibitors of HP1-beta chromodomain binding to methylated histone tails | P83916 | AlphaScreen HP1-beta / biotin-H3K9me3 peptide binding | Potency, µM (top dose mostly 114 µM), for the others: top-dose activity change, negative = inhibition, hits mostly inhibitors | hit rate 0.56% among 390,000 | AID 540317; note: potency is the fitted concentration of half-maximal effect; nearly all actives have a fitted effect of over 70% in size; inactives centre near 23
#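 HP1-beta protein (50 nM final) preincubated 30 min at room temperature with biotinylated H3(1-18)K9me3 peptide (50 nM) in PBS pH 7.4, 0.01% Tween-20, then compound added for 30 min. AlphaScreen streptavidin donor/nickel chelate acceptor beads (10 ug/mL final), 30 min dark, luminescence read.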
# GLS inh: inhibitors of human glutaminase (GLS) | O94925 | GLS enzymatic activity, qHTS titration | Potency, µM (series often up to 45.5 µM), for inactives: at the top dose activity change, negative = inhibition, most hits filed as inhibitors | hit rate 0.21% among 410,000; note: potency is the fitted concentration of half-maximal effect; % is set by controls: 0 for no effect and ±100 for the full control effect
#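 Read-out is an Amplex red fluorescence increase coupled through glutamate oxidase and HRP, measured before and after 30 min room-temperature incubation. hKGA is in 45 mM KH2PO4 (pH 8.2) with 0.02% Tween-20; glutamine added as 1mM solution.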
# ERG Ets-DNA blk: blocks human ERG Ets domain binding to DNA | Potency, µM (highest dose often 76.9 µM), without a hit: at the top dose FP activity, negative = inhibition, usual class: inhibitors | P11308 | hit rate 0.028% among 370,000 | fluorescence polarization, His-ERG Ets domain / labelled DNA; active = well fitted inhibition curve with a large enough effect in the polarisation, with a control signal flat; inconclusive = small, poorly fitted or top-dose-only effect, or effect the other way, or a change in a side signal; inactive = no such curve, though single readings can be large or run the other way; the % refers to the polarisation;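 note: polarization taken with two DNA probes labelled with fluorescein and Texas red; potency is the fitted concentration of half-maximal effect; % of control where 0% means no effect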
#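 His-tagged ERG Ets domain (1 uM in the protein solution; 300mM KCl, 50mM Tris-HCl, 1mM EDTA, 1mM DTT, pH 7.5) received compound, then a probe mix of 5 nM fluorescein-DNA and 100nM Texas-615-DNA. Fluorescence polarization was read for both dyes.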
# PGK inhibitor: inhibitors of T. brucei phosphoglycerate kinase | PGK/GAPDH coupled, Kinase-Glo luminescence, 60 min | Potency, µM (highest dose often 57.5 µM), for inactives: top-dose activity change, negative = inhibition, actives largely listed as inhibitors | hit rate 0.043% among 380,000 | P07378; note: potency is the fitted concentration of half-maximal effect; % is set by controls: 0 for no effect and ±100 for the full control effect; nearly all actives have a fitted effect of over 60% in size
#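 Recombinant glycosomal PGK reaction used 1,3-bisphosphoglycerate generated in-well by GAPDH (100nM final) in 100mM TEA pH 7.6, 5mM MgCl2, 0.01% Tween-20. After 60 minutes at room temperature, ATP was read by Kinase-Glo Plus luminescence end-point.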
# PI4K2A inh: blocks human PI4K2A kinase activity | Q9BTU6 | purified PI4K2A, ADP-Glo luminescence, 1 h; active compounds read low | activity change, negative = inhibition, % at 76.9 µM | hit rate 0.13% among 420,000 | AID 1346378; in the data active = activity change below about -50%; inconclusive = mostly about -30% to -49%;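 note: -100% = wells without enzyme as full effect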
# Target sequence (Q9BTU6 whole entry, looked up): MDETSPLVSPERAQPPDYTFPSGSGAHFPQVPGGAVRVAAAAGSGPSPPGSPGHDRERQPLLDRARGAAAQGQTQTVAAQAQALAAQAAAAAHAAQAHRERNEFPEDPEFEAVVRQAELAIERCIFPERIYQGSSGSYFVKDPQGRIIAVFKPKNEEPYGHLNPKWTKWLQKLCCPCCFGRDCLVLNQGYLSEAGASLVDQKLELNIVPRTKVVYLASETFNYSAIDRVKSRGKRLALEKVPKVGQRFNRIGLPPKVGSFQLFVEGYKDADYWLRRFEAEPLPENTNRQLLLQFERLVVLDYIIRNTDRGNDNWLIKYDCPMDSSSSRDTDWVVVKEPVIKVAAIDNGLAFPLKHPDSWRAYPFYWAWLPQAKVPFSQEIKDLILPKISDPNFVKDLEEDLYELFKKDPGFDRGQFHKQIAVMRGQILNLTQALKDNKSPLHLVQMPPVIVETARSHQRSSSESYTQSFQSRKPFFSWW
#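 Compounds are screened against recombinant PI4K2A using PI as substrate and ATP, the latter dispensed at 300 microM. Reactions run one hour at ambient temperature before ADP-Glo detection; full inhibition defined by wells lacking enzyme.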
# Starred values were filed as active, the others as inactive; i = inactive; ? = inconclusive; . = not tested or not shown; & = joins results of further samples; [ ] = another dose, or the depositor's remark. Unless noted, calls come from the whole dose curve; as a rule, active = well fitted curve in the direction sought with a large enough effect; inconclusive = small, poorly fitted or top-dose-only effect, or another doubt; inactive = no such curve, though single readings can be large; an effect the other way counts as inactive or inconclusive.
# The line under a structure holds: G9a inh	JMJD2A Tudor	Pin1 inh	BAZ2B block	HP1b binding inh	GLS inh	ERG Ets-DNA blk	PGK inhibitor	PI4K2A inh
Cc1cc(C)cc(-n2ncc3c2CCCC3NC(=O)C2(C(N)=O)CC2)c1 (stereo unspecified)
→ .	-11%	7%	1%	7%	0%	4%	i	-5
CN(Cc1ccccc1)S(=O)(=O)c1ccc(NC(=S)NC(=O)C2CCCCC2)cc1
→ -5%[59 µM]	-10%	4%	-27%	29%	1%	-10%	-8%	1
CC1CCCC(NC(=O)COC(=O)c2sc3ccccc3c2Cl)C1C (stereo unspecified)
→ 26%[59 µM]	1%	1%	-4%	30%	-15%	8%	i	-4
O=C(CSc1nc(=O)n(CCCN2CCOCC2)c2c1CCCC2)Nc1cccc(F)c1
→ -3%	-17%	8%	9%	30%	-4%	-2%	1%	0
CCN(CC)C(=O)CSc1nc(O)cc(=O)n1CC
→ 28%[12.7 µM]	-6%	-7%	-7%	44%[activator]	1%	-7%	-5%	-1
Cc1ccc(-n2nnnc2-c2cccnc2)cc1
→ .	3%	0%	1%	41%[activator]	-2%	-6%	1%	1
CC(C)OC(=O)CSc1ncnc2c1cnn2Cc1ccccc1
→ 114%[activator]	34%	-15%	67%[activator]	166%[activator]	-18%	1%	-4%	2
CCOC(=O)[C@H]1[C@H]2COc3ccc(OC)cc3[C@@H]2N2C(=O)c3ccc(F)cc3NC(=O)[C@@]12C
→ 22%[2.33 µM]	-25%	-1%	-1%	32%	8%	0%	1%	0
O=C(NC(=S)NNC(=O)c1ccccc1F)c1cccnc1
→ 8.9µM*	16µM*	-2%	5%	-15%	?	8%	-4%	1
O=C1CCC(C(=O)OCC(=O)C23CC4CC(CC(C4)C2)C3)N1 (stereo unspecified)
→ -10%	-14%[11.4 µM]	-2%	9%	51%[activator]	-6%	-1%	4%	3
N#CCc1ccc(NC(=O)c2cc(S(=O)(=O)N3CCOCC3)ccc2Cl)cc1
→ 15%	-5%	-7%	-4%	26%	4%	12%	5%	2
Cc1ccc(-c2nc3ncccc3o2)cc1N
→ 8%	1%	-2%	7%	27%	0%	-1%	7%	-3
COc1ccccc1C(=O)NNC(=S)NC(=O)c1cc(OC)c(OC)c(OC)c1
→ 13µM*	-30%	-3%	-4%	32%	14%	-1%	4%	0
CC1(C)Cc2c(sc3c2c(=O)n(-c2ccc(Cl)cc2)c(=O)n3CC(N)=O)CO1
→ 15%	-12%	-2%	17%	69%[activator]	-7%	4%	-5%	-12
O=C(CN1C(=O)c2ccccc2C1=O)Nc1ccccc1C(F)(F)F
→ 21%	-15%	1%	-6%	27%	1%	-4%	-1%	-8
Clc1ccc(Nc2nc(-c3cccs3)cs2)nc1
→ ?	-13%	0%	-33%	8%	-1%	-1%	-2%	3
O=C(C1Cc2ccccc2CN1C(=O)c1ccccc1)N1CCN(c2ccccc2)CC1 (stereo unspecified)
→ .	?	0%	71µM*	-29%	-11%	-3%	-16%	-5
COc1ccc(/C(O)=C2/C(=O)C(=O)N(c3nc(C)c(C)s3)C2c2ccco2)cc1 (stereo unspecified)
→ 45µM*	?	?	?	6%	20%	9%	-6%	3
CCc1ccc(CNC(=O)c2cc3n(n2)CCCN(Cc2ccccc2)C3=O)cc1
→ 32%[59 µM]	-13%	9%	28%	68%[activator]	3%	4%	-4%	0
COc1ccc(C2NC(=O)CCC2[N+](=O)[O-])c(OC)c1OC (stereo unspecified)
→ 0%	-6%	3%	-1%	38%	?	15%	-10%	2
Cc1csc(=NC(=O)c2ccccc2)n1C
→ -6%[59 µM]	-2%[57.1 µM]	?	6%	66%[activator]	1%	1%	1%	1
CCOc1ccc(C(C)=O)cc1CN1C(=O)NC2(CCCCCC2)C1=O
→ 12%	-2%	2%	-1%	1%	2%	-2%	0%	-4
COCCCNC(=O)CN1C(=O)CSc2ccc(S(=O)(=O)N3CCOCC3)cc21
→ -24%	-1%&-10%	3%&-1%	15%[57.1 µM]	39%&28%[activator]	-2%&-11%	-11%&-1%	-5%&0%	-10&4
Cc1csc(NC(=O)CSc2sc3c(O)cc(=O)[nH]c3c2C#N)n1
→ 50µM*	-31%	?	?	-27%	2%	5%	-18%	-8
O=C(NCc1ccccc1)C(=O)NCC(c1ccco1)N1CCOCC1 (stereo unspecified)
→ -12%	3%	-15%	-5%	24%	-10%	-2%	4%	-2
O=C(CC1C(=O)NCCN1CC1CCCCC1)NCc1ccc(Cl)cc1 (stereo unspecified)
→ -41%	-3%	0%	-7%	30%	7%	2%	-4%	1
CCN1C(=NCC2CC2)N[C@@H](c2cccc(C(F)(F)F)c2)C(C(=O)OC)=C1C
→ -1%[12.7 µM]	-11%	16%	8%&-12%	20%	-33%	7%	i	-11
CCS(=O)(=O)N1CCCC(C(=O)NCc2cccc(OC)c2)C1 (stereo unspecified)
→ -19%[12.7 µM]	7%	6%	1%	27%	10%	0%	-2%	2
CCOc1ccccc1NC(=O)COC(=O)C1CC(=O)N(c2c(C)cccc2C)C1 (stereo unspecified)
→ 56µM*	1%	-1%	-27%	-21%	-15%	13%	0%	3
CCOC(=O)/C(C#N)=C1/C=CN(Cc2ccccc2)C=N1
→ 19%	-20%	-1%	9%	-1%	1%	6%	-10%	3

# The last 4 records of the section above open the next one.
# The line under a structure holds: G9a inh	JMJD2A Tudor	Pin1 inh	BAZ2B block	HP1b binding inh	GLS inh	ERG Ets-DNA blk	PGK inhibitor	PI4K2A inh
CCN1C(=NCC2CC2)N[C@@H](c2cccc(C(F)(F)F)c2)C(C(=O)OC)=C1C
→ -1%[12.7 µM]	-11%	16%	8%&-12%	20%	-33%	7%	i	-11
CCS(=O)(=O)N1CCCC(C(=O)NCc2cccc(OC)c2)C1 (stereo unspecified)
→ -19%[12.7 µM]	7%	6%	1%	27%	10%	0%	-2%	2
CCOc1ccccc1NC(=O)COC(=O)C1CC(=O)N(c2c(C)cccc2C)C1 (stereo unspecified)
→ 56µM*	1%	-1%	-27%	-21%	-15%	13%	0%	3
CCOC(=O)/C(C#N)=C1/C=CN(Cc2ccccc2)C=N1
→ 19%	-20%	-1%	9%	-1%	1%	6%	-10%	3
O=C(CNC(=O)c1ccco1)Nc1ccncc1
→ -3%	-13%	-1%	7%	30%	3%	0%	4%	3
CC(C)c1ccc(NC(=O)Cn2cc(S(=O)(=O)Cc3cccc(Cl)c3)c3ccccc32)cc1
→ -1%[59 µM]	-14%	-1%	-13%	-15%	-14%	-2%	-5%	2
O=C(O)/C=C/c1cn(-c2ccccc2)nc1-c1cc2ccccc2o1
→ 6%	-15%	?	-5%	16%	8%	16%	1%	0
CC(=O)Nc1ccc(NC(=O)C2CCCN2C(=O)NC2CCCCC2)cc1 (stereo unspecified)
→ -2%	-15%	-3%	11%	-32%	6%	11%	-10%	5
Cc1cccc(NC(=S)N(CCN(C)C)C(C)c2ccccn2)c1 (stereo unspecified)
→ 22%[12.7 µM]	-10%	-3%	56µM*	25%	27%	1%	-4%	2
Cn1cc(CC(=O)NCCCN2CCCC2)c2ccccc21
→ 56µM*	-33%	7%	-29%	33%	0%	-11%	-6%	6
O=C(c1ccc(N2CCOCC2)c([N+](=O)[O-])c1)N1CCN(c2ccccc2)CC1
→ .	-34%	-2%	.	0%[57 µM]	0%	2%	-2%	-16
CN(C)c1ccc(CNn2cnnc2)cc1
→ ?	-18%	-1%	-5%	9%	42%[activator]	.	-9%	-7
O=C(Nc1ccc(O)cc1)C1CCCN1S(=O)(=O)c1ccc(F)cc1 (stereo unspecified)
→ ?	-5%	11%	6%	51%[activator]	26%	3%	-8%	-1
COC(=O)C(Cc1ccc(O)cc1)NC(=O)CCNC(=O)c1ccco1 (stereo unspecified)
→ 5%	-1%	-3%	1%	2%	-6%	3%	0%	4
N#C/C(=C\c1ccccc1)C(=O)Nc1cc(S(=O)(=O)N2CCOCC2)ccc1N1CCCC1
→ 45µM*	-34%	-2%	-9%	-7%	-12%	-2%	-3%	35
CCn1c(NC(=O)c2cccs2)c(-c2cccs2)c(=O)c2ccccc21
→ 10%	-4%	2%	2%	42%[activator]	17%	8%	-2%	-2
Cc1cc(=O)n(Cc2ccccc2)c2c1c(C)nn2-c1ccccc1
→ 71%[activator][59 µM]	110%[activator]	1%	85%[activator]	136%[activator]	4%	-8%	1%	1

# 3 entries picked at random from those above, as already listed:
# The line under a structure holds: G9a inh	JMJD2A Tudor	Pin1 inh	BAZ2B block	HP1b binding inh	GLS inh	ERG Ets-DNA blk	PGK inhibitor	PI4K2A inh
O=C(c1ccc(N2CCOCC2)c([N+](=O)[O-])c1)N1CCN(c2ccccc2)CC1
→ .	-34%	-2%	.	0%[57 µM]	0%	2%	-2%	-16
O=C(O)/C=C/c1cn(-c2ccccc2)nc1-c1cc2ccccc2o1
→ 6%	-15%	?	-5%	16%	8%	16%	1%	0
CC(C)c1ccc(NC(=O)Cn2cc(S(=O)(=O)Cc3cccc(Cl)c3)c3ccccc32)cc1
→ -1%[59 µM]	-14%	-1%	-13%	-15%	-14%	-2%	-5%	2

# Random draw from the library; about 11% have a hit in one of these screens.
